High-throughput results as filed in PubChem BioAssay.
S1P3 antagonist: S1P3 receptor antagonists, primary screen, cell-based. CHO S1P3 NFAT-BLA reporter, FRET fluorescence, antagonist mode. inhibition, % at 4.98 µM. 0.27% of 170,000 active. AID 485, 2006;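 active means inhibition above the plate cutoff, the mean inhibition of test wells on that plate plus 3 SD, cut at about 28% in these data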;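 further: cells challenged with S1P at its EC80 of 0.8 µM; blue over green emission ratio from cleaved BLA substrate after 4 h stimulation; 0% = S1P-stimulated wells and 100% = unstimulated DMSO-only wells; some compounds past the cut are filed as inactive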
Target sequence (Q99500 whole entry, looked up): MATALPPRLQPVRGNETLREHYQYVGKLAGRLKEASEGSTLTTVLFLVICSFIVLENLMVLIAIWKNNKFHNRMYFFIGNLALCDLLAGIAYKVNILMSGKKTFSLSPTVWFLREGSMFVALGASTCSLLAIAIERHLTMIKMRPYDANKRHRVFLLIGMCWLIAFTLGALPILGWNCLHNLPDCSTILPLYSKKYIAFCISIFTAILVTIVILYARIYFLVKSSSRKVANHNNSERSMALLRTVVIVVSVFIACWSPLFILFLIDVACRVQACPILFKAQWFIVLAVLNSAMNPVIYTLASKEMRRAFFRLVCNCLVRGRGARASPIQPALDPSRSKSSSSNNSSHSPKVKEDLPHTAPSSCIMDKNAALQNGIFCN
DTT redox prof: compounds producing H2O2 with reducing agent – biochemical, NIH compound library profiling, artefact control for MLSCN library redox annotation, primary screen; 0.03% of 200,000 active; activation, % at 10 µM; DTT-dependent redox cycling H2O2, phenol red/HRP absorbance; 100% = 100 µM peroxide control, 0% = buffer;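 active means activation of at least 50% relative to the plate's high and low controls in the primary single-dose screen; inactive means activation below 50%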;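 further: compound incubated with DTT at 0.8 mM final as the reducing agent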
TNAP inh hiacc: human TNAP enzyme inhibitors, primary screen, biochemical, luminescent, high phosphate acceptor level, uHTS; purified TNAP, CDP-star luminescence, 1 M DEA; inhibition, % at 20 µM; Alkaline phosphatase, tissue-nonspecific isozyme (Homo sapiens), P05186; 0.03% of 200,000 active;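 active means over 50% inhibition of tissue-nonspecific alkaline phosphatase at 20 µM in the single-dose screen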;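 further: plate controls were DMSO wells for no effect and EDTA-quenched wells as full inhibition for full effect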
Lmaj promast: Leishmania major promastigote growth inhibition, primary screen; 9% of 200,000 active; Leishmania major promastigotes, resazurin fluorescence viability; inhibition, % at 10 µM; in the data active means inhibition above about 50%;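 further: promastigotes grown with compound for 44 hours at 28 °C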
PMI activator: activators of human PMI, primary screen, biochemical, fluorescence intensity, near-Km mannose 6-phosphate; Mannose-6-phosphate isomerase (Homo sapiens), P34949; purified human PMI, coupled resazurin fluorescence, 20 min; hits give high values; 1 = vehicle control, 0 substrate-free wells; activation factor at 20 µM; 0.005% of 190,000 active;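 active means activation factor of 2 or more at 20 µM, relative to plate controls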
Target sequence (P34949 whole entry, looked up): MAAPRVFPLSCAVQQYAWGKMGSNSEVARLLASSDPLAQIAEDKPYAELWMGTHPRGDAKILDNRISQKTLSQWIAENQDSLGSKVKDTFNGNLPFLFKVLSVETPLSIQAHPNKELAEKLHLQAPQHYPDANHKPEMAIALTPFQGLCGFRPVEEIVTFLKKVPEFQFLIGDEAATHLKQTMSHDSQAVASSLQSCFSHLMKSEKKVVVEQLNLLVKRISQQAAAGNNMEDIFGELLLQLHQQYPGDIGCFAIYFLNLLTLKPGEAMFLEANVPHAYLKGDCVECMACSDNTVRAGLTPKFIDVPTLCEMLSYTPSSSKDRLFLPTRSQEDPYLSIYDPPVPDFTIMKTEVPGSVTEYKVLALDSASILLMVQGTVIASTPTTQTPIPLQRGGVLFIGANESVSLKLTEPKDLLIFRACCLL
TNAP inh noacc: human TNAP enzyme inhibitors, primary screen, biochemical, luminescent, no phosphate acceptor, uHTS | purified TNAP, CDP-star luminescence, 30 min | inhibition, % at 20 µM | 0.26% of 200,000 active | AID 1012, 2008;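 active means tissue-nonspecific alkaline phosphatase inhibition above about 50% at 20 µM in the single-dose screen, limit read from the data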;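 further: 0% = DMSO negative control and 100% = EDTA positive control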
PMI act satM6P: human PMI activators, high substrate, primary screen, biochemical, fluorescence intensity, near-saturating mannose 6-phosphate; Mannose-6-phosphate isomerase (Homo sapiens), P34949; 0.34% of 190,000 active; activation factor at 20 µM; coupled PMI enzyme assay, resazurin fluorescence, 20 min; hits give high values; 1 = untreated enzyme, 0 = substrate-free blank;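 active means activation factor of 2 or more at 20 µM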
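Material: human phosphomannose isomerase with PGI, G6PDH, diaphorase coupling enzymes. Quantity: 15 ng/mL PMI. Medium: HEPES pH 7.4 buffer with MgCl2 and Tween-20. Reagent: Near-saturating mannose-6-phosphate, 1.0 mM. Compound: 20 µM single dose. Times: enzyme reaction with compound 20 min at room temperature. Detection: resorufin fluorescence at Ex 544/Em 590 nm.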
Efa HMGR inh: inhibitors of E. faecalis class II HMGR, primary screen, biochemical, Enterococcus faecalis; HMG-CoA reductase (Enterococcus faecalis, mvaE); purified E. faecalis HMGR, NADPH absorbance 340 nm kinetic; inhibition, % at 10 µM; 0.41% of 190,000 active;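 active means inhibition above a set limit, the median over all tested compounds plus 3 SD, cut at about 9.5% in these data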;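 further: enzyme runs in reverse so mevalonate oxidation gives rising NADPH absorbance; 0% = complete reaction with DMSO and 100% = background rate lacking mevalonate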
Hsp70 activator: Hsp70 transcriptional activators, primary screen, cell-based, HeLa, Hsp70 promoter luciferase, luminescence, 10 µM. HeLa Hsp70 promoter luciferase reporter; scaled: vehicle 0, proteasome-inhibitor control 100%. activation, % at 10 µM. 0.04% of 200,000 active. AID 1203, 2008;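 active means activation above the mean across all tested compounds plus 3 SD, cutoff set per campaign, cut at about 5.5% in these data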;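 further: 100% = MG132 at 30 µM as the positive control and 0% = DMSO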
RAM network inh: inhibitors of the yeast RAM network, primary screen, dse1pr::URA3 reporter, 5-FOA selection; S. cerevisiae dse1pr::URA3 reporter, 5-FOA growth OD615, 2 d; analog-sensitive cbk1-as2 kinase mutant strain; inhibition, % at 50 µM; 1.8% of 190,000 active; AID 868, 2007;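 active means inhibition above a set limit, 3 SD over mean compound inhibition, cut at about 8.4% in these data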;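 further: 0% = DMSO-only wells with no growth and 100% = 10 µM 1-NA-PP1 full growth; inhibition rescues growth on 5-FOA so higher OD means more RAM inhibition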
* hit, by the source's call; x = not tested or not shown.

[1] O=C(Nc1ccc(F)cc1)c1cc(S(=O)(=O)Nc2ccc(F)cc2)cs1
[2] CC(C)NC(=O)N1CCOCCOCCN(C(=O)NC(C)C)CCOCCOCC1
[3] COc1ccc(C(=O)CC(Nc2ccc([N+](=O)[O-])cc2)c2ccc(OC)cc2)cc1 (stereo unspecified)
[4] Cc1cc(C)cc(N2CC(C)(C)C2=O)c1
[5] CC1(C)OC2OC(C(=O)N/N=C/c3cc(Br)ccc3O)C3OC(C)(C)OC3C2O1 (stereo unspecified)
[6] COc1ccccc1-n1c(-c2ccccc2)c[nH]c1=S
assay / entry	1	2	3	4	5	6
S1P3 antagonist	x	x	x	-5	7	-17
DTT redox prof	-3.2	-0.7	0.7	11	0.3	-2.1
TNAP inh hiacc	-4	-5	3	2	-3	-4
Lmaj promast	-3	-1	82*	-5	-2	4
PMI activator	0.8	0.9	0.7	0.7	1	1.2
TNAP inh noacc	-11	-8	-1	-1	-72	-142
PMI act satM6P	0.9	1	0.7	0.8	1.2	1.1
Efa HMGR inh	-4	-1	-5	-3	2	-4
Hsp70 activator	-0.3	-0.2	-0.4	-0.3	-0.1	0.5
RAM network inh	1.2	1.4	3.6	1.0	1.5	1.4

[7] O=C(CCCn1c(=O)[nH]c2cc(Cl)ccc2c1=O)NCCC1=CCCCC1
[8] COc1ccc(CCNC(=O)Cn2nnc(-c3ccc(N(C)C)cc3)n2)cc1OC
[9] CC(Cc1cccs1)NC(=S)Nc1ccc(Cl)c(Cl)c1 (stereo unspecified)
[10] CCn1c(C)cc(C=C2C(=O)c3ccccc3C2=O)c1C
[11] Cc1[nH]nc(N=CC2=C(O)CC(c3ccco3)CC2=O)c1-c1ccccc1 (stereo unspecified)
[12] O=C(CN1CCCCCC1)N/N=C/c1cccc(Cl)c1
assay / entry	7	8	9	10	11	12
S1P3 antagonist	x	x	-3	-5	-22	-20
DTT redox prof	-0.1	1.1	-0.7	-0.4	-0.8	-0.1
TNAP inh hiacc	1	0	-5	16	-2	0
Lmaj promast	-4	0	71*	3	1	-2
PMI activator	1	0.9	1	0.9	1	1
TNAP inh noacc	-4	-6	-2	16	-8	6
PMI act satM6P	1	0.9	0.9	0.8	1	1.1
Efa HMGR inh	-3	-3	-8	-5	-6	2
Hsp70 activator	0.0	-0.2	-0.4	-0.2	0.6	-0.3
RAM network inh	2.6	-0.5	3.1	6.6	0.7	1.9

[13] C=CCc1ccccc1OCCn1ccnc1
[14] Cc1cccc(N2CCN(C(=O)c3ccc4c(c3)OCCO4)CC2)c1C
[15] Nc1cc(S(=O)(=O)N2CCCCC2)ccc1Oc1ccc(Cl)cc1
[16] Cc1oc(-c2ccc(Cl)cc2)nc1CN1CCCC(C(=O)NCCCN2CCOCC2)C1 (stereo unspecified)
[17] CCc1nccn1S(=O)(=O)c1ccc2ccccc2c1
[18] COc1ccc(C(=O)NC(=S)NC(C)C)cc1Br
assay / entry	13	14	15	16	17	18
S1P3 antagonist	-19	0	-2	-5	-74	x
DTT redox prof	3.5	-0.5	0.2	2.2	-0.9	-5.2
TNAP inh hiacc	-6	-4	-8	-4	-7	2
Lmaj promast	1	25	-7	76*	1	-2
PMI activator	1	1	0.8	1	1.2	0.9
TNAP inh noacc	-6	-17	-12	-11	-12	-2
PMI act satM6P	1	0.9	0.8	1	1.1	0.9
Efa HMGR inh	-1	-4	0	3	-5	1
Hsp70 activator	-0.1	0.0	-0.6	-0.3	-0.3	-0.1
RAM network inh	1.5	-1.5	5.0	1.2	0.9	1.2

[19] CCOC(=O)c1cnc2[nH]c3ccccc3n2c1=O
[20] COC(=O)c1ccccc1NC(=O)COC(=O)c1ccccc1N=Nc1ccc(N(C)C)cc1
[21] N#Cc1c(-c2ccccc2Cl)noc1/C=C/Nc1ccc(C(=O)O)cc1
[22] CCC(=O)N1CCN(c2ccccc2NC(=O)COc2ccccc2Cl)CC1
[23] CCOc1ccc(NC(=O)CNC(=O)c2ccc([N+](=O)[O-])cc2)cc1
[24] CCOC(=O)c1ccc(NC(=S)N(CCCN(CC)CC)Cc2ccco2)cc1
assay / entry	19	20	21	22	23	24
S1P3 antagonist	-12	8	-11	8	-6	-7
DTT redox prof	-0.4	0.1	-1.6	0.9	-1.3	-0.4
TNAP inh hiacc	-3	32	-6	-4	-5	-6
Lmaj promast	8	4	-13	23	8	100*
PMI activator	x	0.9	1.1	0.9	0.9	0.9
TNAP inh noacc	-5	21	-17	-10	-1	-16
PMI act satM6P	x	1	1.1	0.9	0.9	1
Efa HMGR inh	-2	-2	5	-2	-5	0
Hsp70 activator	0.0	-0.2	-0.3	-0.4	-0.3	-0.4
RAM network inh	1.9	5.2	4.1	2.3	0.4	1.6

[25] CC1=NN(c2ccccc2)C(=O)/C1=C\c1cc(C)n(-c2ccccc2)c1C
[26] COc1ccc(C2=NOC(C(=O)N(C)Cc3ccccc3)C2)cc1 (stereo unspecified)
[27] Cc1ccc(/C=N/NC(=O)CNC(=O)c2ccc(S(=O)(=O)N(C)C)cc2)o1
[28] COc1cc(OC)cc(C(=O)NCCSC2CCCCC2)c1
[29] COc1ccc(C(CC(=O)O)NC(=O)OC(C)(C)C)cc1 (stereo unspecified)
[30] COc1cc2cc(C(c3nnnn3C3CCCC3)N3CCCCCC3)c(=O)[nH]c2cc1OC (stereo unspecified)
assay / entry	25	26	27	28	29	30
S1P3 antagonist	-12	-19	-14	-22	x	24
DTT redox prof	0.9	-1.0	-0.1	0.1	-0.8	2.6
TNAP inh hiacc	15	-3	-4	-2	-3	0
Lmaj promast	-1	3	0	6	-6	1
PMI activator	0.8	1	1	0.9	1.2	1
TNAP inh noacc	17	-10	-14	-10	-11	-11
PMI act satM6P	0.8	1	1	1	1	1.3
Efa HMGR inh	2	2	-4	-2	0	0
Hsp70 activator	-0.3	-0.3	-0.2	0.0	-0.3	-0.4
RAM network inh	5.2	-0.5	0.3	2.0	0.5	-1.4

[31] CCc1ccc(NC(=O)CS(=O)CC(=O)NCC2OCCc3ccccc32)cc1 (stereo unspecified)
[32] COc1ccccc1NC(=O)CSc1nnc(CCNC(=O)c2ccc(C)cc2)n1C
[33] COc1ccc(C(=O)Nc2cccc(C(C)=O)c2)cc1OC
[34] O=[N+]([O-])c1ccc2c(c1)C(O)n1ncnc1S2 (stereo unspecified)
[35] CCCNC(=O)c1nnsc1S(=O)(=O)c1ccc(Cl)cc1
[36] COC(=O)c1c(-c2ccccc2)csc1N1C(=O)Nc2ccccc2N1O
assay / entry	31	32	33	34	35	36
S1P3 antagonist	-15	-11	-10	-7	-2	-3
DTT redox prof	2.5	0.6	-0.2	-0.2	0.2	-0.2
TNAP inh hiacc	-3	-8	-2	-4	1	-6
Lmaj promast	1	3	-11	7	18	-6
PMI activator	1.1	1.1	1	1.2	1	1
TNAP inh noacc	-1	-16	-6	-10	-6	-6
PMI act satM6P	1.2	1.1	1	1.1	0.9	0.8
Efa HMGR inh	-3	-6	-1	-5	0	-6
Hsp70 activator	-0.2	-0.1	0.1	-0.1	-0.1	-0.1
RAM network inh	-0.2	-0.1	1.9	1.4	-2.3	0.4

[37] O=P(O)(O)c1ccccc1OCCCCCOc1ccccc1P(=O)(O)O
[38] CCOC(=O)c1ccc(CNCc2ccc(C)cc2)cc1
[39] Cc1ccc(C2CC(=O)C=C(Nc3ccc(Cl)cc3)C2)cc1 (stereo unspecified)
[40] COc1ccc(-c2cc(C(F)(F)F)nc(S(=O)(=O)CCCC(=O)Nc3cc(C)on3)n2)cc1OC
[41] COc1ccc(C(=O)NCC(=O)N/N=C(C)\C=C\c2ccccc2)cc1OC
[42] Cn1cccc1/C=C(/C#N)c1ccc(F)cc1
[43] CC(Oc1ccccc1F)C(=O)NNC(=O)c1cc2ccccc2o1 (stereo unspecified)
[44] COc1ccc(-c2cc(C(F)(F)F)n3nc(C(=O)NCc4ccco4)c(Cl)c3n2)cc1
[45] COc1ccccc1-n1cc([C@@H]2C[C@H]3CN(c4ccccc4)C(=O)[C@]34CCCN24)cn1
assay / entry	37	38	39	40	41	42	43	44	45
S1P3 antagonist	-12	-10	-9	-10	1	-9	-1	x	12
DTT redox prof	1.5	-0.1	-0.1	1.2	0.5	-0.5	-0.6	4.2	-0.6
TNAP inh hiacc	12	-1	-2	-4	-5	-1	2	-2	-9
Lmaj promast	-2	79*	6	40	-3	10	-7	-4	2
PMI activator	0.9	1	0.9	1.2	1.1	1	1	0.9	0.9
TNAP inh noacc	89*	-3	-11	-7	-103	-5	-141	-6	-17
PMI act satM6P	1.1	1	0.9	1	1.1	1	1	0.9	0.8
Efa HMGR inh	-1	-6	-5	-1	1	-11	-3	-7	0
Hsp70 activator	-0.1	-0.3	-0.1	-0.2	0.1	0.0	0.0	-0.1	0.1
RAM network inh	0.7	1.3	2.8	0.5	0.4	2.8	2.4	5.9	-0.3

Arranged by value in TNAP inh hiacc (falling): three of the compounds above
| entry | compound | TNAP inh hiacc |
| --- | --- | --- |
| 39 | Cc1ccc(C2CC(=O)C=C(Nc3ccc(Cl)cc3)C2)cc1 (stereo unspecified) | -2 |
| 19 | CCOC(=O)c1cnc2[nH]c3ccccc3n2c1=O | -3 |
| 36 | COC(=O)c1c(-c2ccccc2)csc1N1C(=O)Nc2ccccc2N1O | -6 |
